# Rab9 prom act: activators of Rab9 promoter | 2.8% of 320,000 active | Huh7 Rab9 promoter-luciferase reporter, luminescence, 24 h | Potency, µM (series often up to 9.22 µM), for the others: top-dose activation, negative = inhibition, most hits filed as activators | AID 485297; also: potency is read from the fitted curve at half-maximal effect; % of control where 0% means no effect; nearly all actives have a fitted effect of over 60% in size
#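 Huh7 reporter line, Rab9 promoter upstream of luciferase. Compound exposure 24 h at 37 °C in reduced-serum medium with 10% FBS. Read-out: luminescence.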
# FLuc counter: firefly luciferase modulation, counter-screen for miR-21 project | Potency, µM (top dose mostly 57.5 µM), inactives show at the top dose activity change, negative = inhibition, hits mostly inhibitors | AID 588342 | P08659 | 6.9% of 360,000 active | purified FLuc, Km substrates, luminescence inhibition;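 also: potency is read from the fitted curve at half-maximal effect; plate controls were vehicle for no effect and reference inhibitor for full effect; nearly all actives have a fitted effect of over 55% in size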
# Target sequence (P08659 whole entry, looked up): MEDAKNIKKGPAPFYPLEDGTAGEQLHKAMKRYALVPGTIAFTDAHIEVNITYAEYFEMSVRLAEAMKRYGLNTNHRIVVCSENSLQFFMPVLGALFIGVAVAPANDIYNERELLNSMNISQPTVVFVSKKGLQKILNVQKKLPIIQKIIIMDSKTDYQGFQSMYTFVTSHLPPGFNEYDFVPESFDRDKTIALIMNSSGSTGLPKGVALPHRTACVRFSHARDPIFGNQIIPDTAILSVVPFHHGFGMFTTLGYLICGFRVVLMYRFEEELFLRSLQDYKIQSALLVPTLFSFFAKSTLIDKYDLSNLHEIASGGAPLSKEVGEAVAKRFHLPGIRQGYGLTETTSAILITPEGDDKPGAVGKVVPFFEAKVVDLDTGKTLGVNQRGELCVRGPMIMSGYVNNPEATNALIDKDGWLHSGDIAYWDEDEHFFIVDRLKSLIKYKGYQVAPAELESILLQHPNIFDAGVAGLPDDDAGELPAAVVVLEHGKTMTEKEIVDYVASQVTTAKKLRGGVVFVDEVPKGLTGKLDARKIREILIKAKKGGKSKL
#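 Purified P. pyralis luciferase (10nM final) with 10uM D-luciferin and 10uM ATP (Km levels) in 50mM Tris acetate pH 7.5, 10mM Mg acetate, 0.01% Tween-20, 0.05% BSA; qHTS 6-point titration, ~60 µM downward; luminescence read.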
# KCNH2 3.1 block: blocks the human KCNH2 3.1 channel isoform; AID 720553; U2OS KCNH2 3.1, thallium flux FluxOr; active compounds read low; activity change, % (tested at about 1.8 µM); 0.95% of 340,000 active;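 active = maximum activity change below -70%; inconclusive = maximum activity change from -70% to -50%; inactive = maximum activity change above -50%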;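 also: thallium influx rate constant from kinetic fluorescence after stimulation buffer; % is scaled to controls: 0 for no effect and ±100 for the full control effect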
#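 Kinetic fluorescence (2 min after stimulation buffer) measures Tl+ influx through KCNH2 3.1 expressed by viral transduction in U2OS cells; the rate constant is normalized against DMSO controls serving as positive and negative references.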
# MBNL1-CUG inh: inhibitors of human MBNL1 binding to CUG repeat RNA; TR-FRET MBNL1-His/biotin-(CUG)12 binding, 665/545 ratio; Potency, µM (doses to about 57.5 µM), without a hit: at the top dose activity change, negative = inhibition, actives largely listed as inhibitors; 0.036% of 280,000 active; AID 2675; active = well fitted inhibition curve with a large enough effect in the signal ratio, with a control signal flat, not every such curve was filed as active; inconclusive = small, poorly fitted or top-dose-only effect, or effect the other way, or a change in a side signal; inactive = no such curve, though single readings can be large or run the other way; the % refers to the signal ratio; also: potency is read from the fitted curve at half-maximal effect; % is scaled to controls: 0 for no effect and ±100 for the full control effect
#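 TR-FRET readout: Ex 340 nm, 665/545 nm emission ratio, normalized to buffer-only (basal) and MBNL1-(CUG)12 controls. Complex of MBNL1-His with Biotin-(CUG)12, compounds 92 nM–58 uM, incubated 60 min at room temperature.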
# ELG1 repair inh: inhibitors of ELG1-dependent DNA repair in HEK293T cells. Potency, µM (series often up to 46.1 µM), for the others: top-dose activity change, negative = inhibition, most hits filed as inhibitors. AID 504467. HEK293T ELG1-luciferase reporter, luminescence, 16 h; DNA damage induced by 5-fluorouridine. 2.3% of 330,000 active; also: potency is read from the fitted curve at half-maximal effect; % is scaled to controls: 0 for no effect and ±100 for the full control effect; nearly all actives have a fitted effect of over 55% in size
#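 Cells (2,000 per well) received 5-fluorouridine plus test compound or DMSO and were incubated 16 hr at 37 °C, 5% CO2. Luciferase activity was read by luminescence 30 min after ONE-Glo addition; signal suppression marked inhibition of damage-induced ELG1 function.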
# RORg inh: ROR gamma (mouse) transcription inhibition; P51450; Drosophila S2 Gal4-RORgamma UAS-luciferase reporter, 20 h; Potency, µM (series often up to 53.6 µM), for inactives: top-dose activity change, negative = inhibition, usual class: inhibitors; 5.4% of 310,000 active; AID 2551; also: potency is read from the fitted curve at half-maximal effect; % is scaled to controls: 0 for no effect and ±100 for the full control effect; nearly all actives have a fitted effect of over 60% in size
# Target sequence (P51450 whole entry, looked up, the tested form may be a part): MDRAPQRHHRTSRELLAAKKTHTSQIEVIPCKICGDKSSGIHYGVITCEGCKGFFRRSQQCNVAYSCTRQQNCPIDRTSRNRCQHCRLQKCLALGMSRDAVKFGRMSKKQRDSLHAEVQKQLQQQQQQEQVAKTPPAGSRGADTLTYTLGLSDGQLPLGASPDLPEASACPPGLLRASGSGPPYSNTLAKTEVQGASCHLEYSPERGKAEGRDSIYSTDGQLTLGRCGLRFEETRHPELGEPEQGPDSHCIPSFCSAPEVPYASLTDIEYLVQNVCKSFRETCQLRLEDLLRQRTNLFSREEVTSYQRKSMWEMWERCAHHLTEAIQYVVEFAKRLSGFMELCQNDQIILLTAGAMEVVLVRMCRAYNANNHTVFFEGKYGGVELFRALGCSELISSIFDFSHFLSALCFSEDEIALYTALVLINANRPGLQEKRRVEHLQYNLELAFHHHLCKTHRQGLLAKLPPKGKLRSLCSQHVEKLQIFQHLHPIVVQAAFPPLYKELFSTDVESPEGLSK
#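 In this cell-based reporter format, copper sulfate (700 uM final) drives Gal4–ROR gamma fusion expression from a metallothionein promoter in Drosophila Schneider cells; compounds preincubated 1 hr, reporter read after 20 hr at ambient temperature.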
# PKM2 act: increases activity of human pyruvate kinase M2 | Potency, µM (titrated, usually from 57.5 µM), for the others: top-dose activation, actives largely listed as activators | purified PKM2, Kinase-Glo ATP luminescence, activation; response scale: 0% is enzyme alone, no compound | P14618 | 0.34% of 260,000 active; also: potency is read from the fitted curve at half-maximal effect; % is scaled to controls: 0 for no effect and ±100 for the full control effect; nearly all actives have a fitted effect of over 55% in size
#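 hPK-M2, >95% pure; 0.1 mM ADP / 0.5 mM PEP final; imidazole pH7.2 buffer w/ 7 mM MgCl2, 50 mM KCl; 1 h RT; Kinase-Glo lum. Intermediate enzyme activity for dual inhibitor/activator qHTS.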
# Menin-MLL TR inh: menin-MLL binding inhibition, Texas Red mutant peptide; O00255; Menin + Texas Red MLL mutant peptide, fluorescence polarization; Potency, µM (series often up to 61.6 µM), inactives show top-dose FP activity change, negative = inhibition, most hits filed as inhibitors; 0.23% of 270,000 active; active = well fitted inhibition curve with a large enough effect in the polarisation, with a control signal flat, not every such curve was filed as active; inconclusive = small, poorly fitted or top-dose-only effect, or effect the other way, or a change in a side signal; inactive = no such curve, though single readings can be large or run the other way; the % refers to the polarisation; also: potency is read from the fitted curve at half-maximal effect; % of control where 0% means no effect; many of its hits are not listed in these tables
# Gal4-VP16 FLuc: inhibits Gal4-VP16 luciferase reporter, ROR gamma counter-screen | Potency, µM (highest dose often 53.6 µM), for the others: at the top dose activity, negative = inhibition, actives largely listed as inhibitors | Drosophila S2 Gal4-VP16 UAS-luciferase, luminescence, 20 h | 3.5% of 310,000 active;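 also: Gal4-VP16 expression switched on by copper sulfate through the metallothionein promoter; potency is read from the fitted curve at half-maximal effect; % is scaled to controls: 0 for no effect and ±100 for the full control effect; nearly all actives have a fitted effect of over 50% in size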
# NPC1 promoter act: activators of NPC1 promoter | Huh7 NPC1 promoter luciferase reporter, 24 h | Potency, µM (top dose mostly 9.22 µM), inactives show at the highest dose activation, hits mostly activators | 2.4% of 320,000 active | AID 485313;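 also: potency is read from the fitted curve at half-maximal effect; % of control where 0% means no effect; nearly all actives have a fitted effect of over 60% in size; reporter is driven by a mutant NPC1 promoter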
#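 Luciferase expression driven by the NPC1 promoter was measured in stably transfected Huh7 cells after a 24 h compound incubation, using a luciferase reagent and a luminescence read.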
# Mito fusion act: inhibitors of mitochondrial division or activators of mitochondrial fusion | S. cerevisiae fusion-defective mutant growth rescue, CellTiterGlo 48 h | Potency, µM (top dose mostly 46.1 µM), inactives show at the top dose growth rescue (activation), most hits filed as activators | AID 485298 | 0.23% of 320,000 active;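 also: potency is read from the fitted curve at half-maximal effect; % of control where 0% means no effect; nearly all actives have a fitted effect of over 45% in size; temperature-sensitive fusion mutants such as fzo1-1 at 37 °C on non-fermentable ethanol glycerol medium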
#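 Yeast fusion mutant, YPEG (non-fermentable carbon), compound, 48 h at 37C non-permissive; CellTiterGlo added, 10 min RT, luminescence read. Rescued growth = division inhibition.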
# An asterisk follows results filed as active; ? = inconclusive; nt = not tested or not shown; [ ] = another dose, or the depositor's remark. Unless noted, calls follow the shape of the dose curve; as a rule, active = well fitted curve in the direction sought with a large enough effect; inconclusive = small, poorly fitted or top-dose-only effect, or another doubt; inactive = no such curve, though single readings can be large; an effect the other way counts as inactive or inconclusive. Only part of the results is shown. The share of hits here may be higher or lower than overall.
molecule,ELG1 repair inh,Menin-MLL TR inh,Rab9 prom act,MBNL1-CUG inh,PKM2 act,Gal4-VP16 FLuc,KCNH2 3.1 block,Mito fusion act,RORg inh,FLuc counter,NPC1 promoter act
CCc1noc(C)c1C(=O)NNC(=O)c1ccccc1Cl,1%,nt,-4%,nt,nt,nt,0,0%,nt,11%,2%
Oc1cccc(/C=N/N2CCCCC2)c1O,?,28%,-16%,-2%,nt,28%,7,-8%,20%,9.5µM*,-3%
CCOc1ccccc1NC(=O)c1cc(S(=O)(=O)N2CCOCC2)ccc1C,-7%,nt,0%,-1%,nt,9%,nt,3%,-15%,1%,-2%
CC1(C)CC(=O)c2cc(OCC(=O)O)ccc2O1,0%,-8%,2%,3%,11%,-8%,-11,1%,-25%,0%,-3%
CCOc1ccc(NC(=O)CSc2ccc3nnc(-c4ccccn4)n3n2)cc1,15%,8%,5%,0%,9%,1%,-11,1%,0%,-1%,-1%
COc1ccc(OC)c(S(=O)(=O)CC(O)COc2ccccc2Cl)c1 (stereo not given),?,nt,6%,-1%,-2%,0%,15,5%,2%,-1%,-1%
O=C(Nc1nnc(C2CC2)s1)C1Cc2ccccc2CN1S(=O)(=O)c1ccccc1F (stereo not given),?,16%,24%,-3%,3%,?,-11,-20%,8.9µM*,?,?
CCOC(=O)COc1cccc2c(=O)n(CC(=O)NCc3ccc4c(c3)OCO4)ccc12,-2%,12%,-15%,?,1%,-10%,3,-5%,44%,0%,-30%
Cc1ccc(-n2nnnc2SCC(=O)NNC(=O)c2ccco2)cc1C,-7%,3%,4%,-6%,1%,2%,8,-2%,5%,-2%,-6%
Cc1ccc(Nc2ccc3nonc3c2[N+](=O)[O-])cc1,-12%,-4%,-4%,?,3%,-7%,-5,-6%,5%,-2%,-4%
CCOc1ccc(CCNC(=O)COc2cc(=O)n(C)c3ccccc23)cc1OCC,?,-13%,-4%,-11%,16%,-18%[10 µM],-13,0%,21%,-2%,-1%
COC(=O)c1c(-c2ccccc2)csc1NC1=NS(=O)(=O)c2ccccc21,?,-7%,2.5µM*,nt,-4%,-26%,27,-1%,4%[10 µM],0.6µM*,25%
CCCn1ccnc1SC(C)C(=O)Nc1c(C)n(C)n(-c2ccccc2)c1=O (stereo not given),15%,nt,1%,nt,nt,nt,3,-4%,nt,nt,2%
CCOC(=O)c1c(NC(=O)C(=O)N/N=C/c2ccccc2OC)sc2c1CCCCC2,-18%,-2%,-5%,1%,2%,-4%,-34,0%,-8%,-1%,-2%
C=CCN(CC=C)C(=S)NC(=O)c1ccc(OC)cc1,-4%,14%,1%,1%,-2%,2.2µM*,4,-3%,0.89µM*,-16%,-1%

# Taken from the entries so far for reference:
molecule,ELG1 repair inh,Menin-MLL TR inh,Rab9 prom act,MBNL1-CUG inh,PKM2 act,Gal4-VP16 FLuc,KCNH2 3.1 block,Mito fusion act,RORg inh,FLuc counter,NPC1 promoter act
CCc1noc(C)c1C(=O)NNC(=O)c1ccccc1Cl,1%,nt,-4%,nt,nt,nt,0,0%,nt,11%,2%
Oc1cccc(/C=N/N2CCCCC2)c1O,?,28%,-16%,-2%,nt,28%,7,-8%,20%,9.5µM*,-3%
CCOc1ccccc1NC(=O)c1cc(S(=O)(=O)N2CCOCC2)ccc1C,-7%,nt,0%,-1%,nt,9%,nt,3%,-15%,1%,-2%
CC1(C)CC(=O)c2cc(OCC(=O)O)ccc2O1,0%,-8%,2%,3%,11%,-8%,-11,1%,-25%,0%,-3%

# (listing goes on)
molecule,ELG1 repair inh,Menin-MLL TR inh,Rab9 prom act,MBNL1-CUG inh,PKM2 act,Gal4-VP16 FLuc,KCNH2 3.1 block,Mito fusion act,RORg inh,FLuc counter,NPC1 promoter act
COc1ccccc1OCCCCN1CCN(c2ccccc2OC)CC1,-18%,-13%,-13%,-5%,-24%,-8%,-33,-3%,12%,0%,-5%
Cc1cc(C(=O)Nc2c(C)nn(Cc3c(Cl)cccc3Cl)c2C)no1,43%,-13%,-1%,-1%,-6%,3%,-18,3%,5%,2%,-1%
CN1CCN(C(=O)/C(=C/c2ccco2)NC(=O)c2ccccc2)CC1,8%,1%,2%,11%,nt,1%,-14,-1%,-2%,-1%,3%
O=C(CCCCn1c(=O)c2ccccc2n(Cc2ccccc2)c1=O)NC1CCN(Cc2ccccc2)CC1,-4%,?,-3%,-2%,8%,-12%,-11,-3%,5%,2%,-2%
Cn1cnnc1SCC(=O)NC1CCCc2ccccc21 (stereo not given),9%,-16%,-7%,-14%,-2%,2%,5,3%,-11%,1%,-1%
O=C(C1CCN(S(=O)(=O)c2cccc3cccnc23)CC1)N1CCN(c2ccccn2)CC1,-18%,14%,-9%,-4%,3%,-5%,3,5%,26%,8%,1%
COc1cc(C(=O)Nc2ccc3c(c2)OCCO3)ccc1-n1cnnn1,-7%,8%,-2%,-14%,-6%,-1%,-3,0%,-7%,?,2%
O=C(NCC1CCN(Cc2ccccc2F)CC1)Nc1cccc(Br)c1,-27%,-11%,-10%,-3%,nt,12%,-14,-7%,6%,3%,-2%
CCN(CC(=O)Nc1ccc2c(c1)OCCO2)C(=O)/C=C/c1ccc(OC)cc1OC,22%,-2%,18%,10%,0%,20%,10,1%,-9%,15µM*,14%
Cc1ccc2c(c1)c1ncn(Cc3ccc(F)cc3)c(=O)c1n2C,10%,nt,-2%,-3%,6%,?,-20,-1%,-41%,1%,1%
COc1ccc(NC(=O)C(C)Oc2ccc(/C(C)=N\O)cc2)cc1 (stereo not given),0%,3%,-2%,0%,-4%,-15%,6,-1%,22%,-1%,-1%
C=CCn1c(C)cc(-c2csc(NC(=O)C3=COCCO3)n2)c1C,?,nt,1.6µM*,nt,nt,nt,3,1%,nt,9.5µM*,2.2µM*
O=C(/C=C/c1ccco1)c1ccc(NC(=O)C23CC4CC(CC(C4)C2)C3)cc1,23%,?,-1%,5%,13%,?,-5,?,-8%,?,-2%
CCN1CCN(c2ncnc3c2oc2nc(C(C)C)c4c(c23)CCC4)CC1,17%,0%,1%,-3%,-1%,-1%,nt,-3%,-16%,4%,-2%
Cc1ccc(C(=O)NC2CCCCC2)cc1,?,8%,2.5µM*,6%,1%,-7%,0,3%,-13%,21µM*,2.8µM*
COc1ccc(CC(=O)NC(C)c2nnc(SCC(=O)c3ccc(OC)cc3)n2C)cc1 (stereo not given),-9%,-4%,-3%,?,0%,-2%,14,0%,2%,-5%,-2%
CCOC(=O)c1c(C)n(S(=O)(=O)c2ccc(C)cc2)c2ccc(O)c(C(=O)O)c12,-9%,?,2%,-5%,-5%,-3%,10,-4%,16%,3%,1%
CCOC(=O)c1c(C)[nH]c(C(=O)Nc2ccc3c(c2)OCO3)c1C,?,12%,4µM*,2%,-5%,-9%,nt,0%,-20%,4.8µM*,3.5µM*
N#CC(C(=S)Nc1ccccc1)c1nc2ccccc2[nH]1 (stereo not given),13µM*,nt,2%,28%,-5%,2.5µM*,38,4%,1.1µM*,-6%,3%
COCC(=O)Nc1nc2n(n1)C(c1ccccc1Cl)CC(c1ccc(OC)cc1)N2 (stereo not given),3%,-13%,4%,1%,-3%,7%,6,1%,-33%,0%,-4%
CCOC(=O)C1CCCN(C(=O)c2cc(S(=O)(=O)N3CCCCC3)c[nH]2)C1 (stereo not given),13%,2%,0%,-6%,0%,-4%,-4,-1%,2%,5%,-1%
Cc1ccc2c(CC(=O)NCC3COc4ccccc4O3)coc2c1 (stereo not given),0%,8%,9%,-3%,12%,-1%,10,7%,23%,-2%,-1%
N#Cc1cn(Cc2ccccc2)c2ccccc12,22%,43%[activator],-2%,-4%,3%,-4%,6,9%,22%,-3%,-5%

# Compound activity: PubChem, National Center for Advancing Translational Sciences (NCATS)
